Wnt act: Wnt/beta-catenin pathway activators, primary screen, cell-based, plate reader, single point. Wnt/beta-catenin reporter cell assay, activator. activation, % at 9.35 µM. actives 1.2% (n = 300,000). AID 743398, 2014; in the data active means activation above about 30%, passing the limit was not always enough; inconclusive means no clear call, values can overlap the other calls;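 further: 0% = neutral control wells and 100% = positive control wells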
MITF TRPM1 HTS: activators of MITF-driven TRPM1 promoter reporter, primary screen, cell-based, SK-MEL-5, luciferase, single point. AID 588334, 2011. actives 0.75% (n = 300,000). activation, % at 12.5 µM. SK-MEL-5 TRPM1-promoter luciferase, 24 h; % of positive control, neutral wells = 0;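 active means mean activation of at least 80% with every replicate also reaching 80%; inconclusive means mean reaches 80% but some replicate falls short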;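 further: 0% = neutral control wells and 100% = parthenolide positive control wells; values of inactives mirror those of a sister screen read the other way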
cardiac RTF act: cardiac RTF calcium sensitivity activators, primary screen, biochemical, IANBD-TnC fluorescence, EC20 calcium; actives 0.24% (n = 340,000); AID 493008, 2010; Troponin I, cardiac muscle (Homo sapiens) + Troponin T, cardiac muscle (Homo sapiens) + …; IANBD-labeled TnC RTF fluorescence at EC20 calcium; 0% EC20 calcium, 100% full calcium; activation, % at 7.2 µM;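 active means activation above the mean over all tested compounds plus 3 SD, cut at about 30% in these data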;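 further: rise in fluorescence read as greater calcium sensitivity of cardiac thin filaments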
Tat export inh: E. coli Tat export inhibitors, primary screen, MC4100, TorA-mCherry reporter, fluorescence, single point. inhibition, % at 10 µM. actives 0.036% (n = 340,000). AID 488895, 2010;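 active means mean replicate inhibition at least 50% and at least half of replicates individually reaching 50%; inconclusive means only one of the two criteria met; inactive means neither criterion met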;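 further: exported cargo escapes ClpAP degradation while cytoplasmic cargo is degraded and loses fluorescence; 0% = median of neutral control wells and 100% = median of NaSCN control wells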
dFosB activator: activators of delta FosB homodimer, primary screen, biochemical, fluorescence polarization, TAMRA-CDK5 oligo, single point. actives 0.99% (n = 340,000). Protein FosB (Mus musculus), P13346. purified delta FosB; percent of positive-control signal above neutral wells. activation, % at 25 µM;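 active means mean activation above about 17%, with every replicate also reaching it, limit read from the data, passing the limit was not always enough; inconclusive means only one of the two conditions met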;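 further: fluorescence polarization rise as delta FosB binds a TAMRA Cdk5 AP-1 oligo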
Target sequence (P13346 whole entry, looked up): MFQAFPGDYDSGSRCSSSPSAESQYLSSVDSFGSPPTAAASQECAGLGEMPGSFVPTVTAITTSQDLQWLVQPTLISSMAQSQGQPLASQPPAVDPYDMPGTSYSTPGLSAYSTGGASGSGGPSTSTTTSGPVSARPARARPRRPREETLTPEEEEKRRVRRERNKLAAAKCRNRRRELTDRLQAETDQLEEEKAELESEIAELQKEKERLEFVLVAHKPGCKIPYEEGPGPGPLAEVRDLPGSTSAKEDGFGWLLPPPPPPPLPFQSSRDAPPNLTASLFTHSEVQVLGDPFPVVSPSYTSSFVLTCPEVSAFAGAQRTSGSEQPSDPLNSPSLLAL
Rtt109 HAT inh: inhibitors of C. albicans Rtt109/Vps75 HAT, primary screen, biochemical, ThioGlo CoA-SH fluorescence, plate reader; Histone acetyltransferase RTT109 (Candida albicans (strain SC5314 / ATCC MYA-2876)), …; inhibition, % at 34.9 µM; purified Rtt109/Vps75, 4 h; actives 0.16% (n = 330,000);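 active means inhibition of at least 50% in every replicate; inconclusive means best replicate reaches 50% inhibition but some replicates fall short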
V-ATPase pH: regulators of yeast V-ATPase proton pumping, primary screen, pHLuorin cytosolic pH fluorescence; actives 0.37% (n = 350,000); S. cerevisiae; AID 504577, 2011; response, % at 10 µM; in the data active means response mostly above about 7.3%, no sharp cut-off; inactive means mostly below about 5.4%; further: actives read high; inactives centre near 0; some compounds called inactive have numbers as strong as hits
CAL PDZ FP-1: CAL PDZ peptide-binding inhibitors, primary screen, biochemical, fluorescence polarization, Cer-tagged CAL PDZ, HTS | Golgi-associated PDZ and coiled-coil motif-containing protein (Homo sapiens), Q9HD26 | purified CAL PDZ, TMR-peptide fluorescence polarization, 1 h | inhibition, % at 20 µM | actives 0.02% (n = 330,000) | AID 504414, 2011;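 active means highest replicate inhibition of at least 40%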;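 further: plate controls were DMSO neutral control wells for no effect and unlabeled competitor peptide control wells for full effect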
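Test system: tagged CAL PDZ domain / Buffer or medium: sodium phosphate/NaCl buffer pH 7.4 with TCEP, IgG, Thesit / Reagent: TMR-labelled reporter peptide T*-PRC34 bound in PDZ groove / Compound dosing: single point, 20 µM / Schedule: 1 h incubation at room temperature before polarization reading / Technique: fluorescence polarization (mP) / Benchmarks: unlabelled peptide, DMSO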
CAL PDZ FP-2: untagged CAL PDZ binding inhibitors, primary screen, biochemical, fluorescence polarization, HTS. Golgi-associated PDZ and coiled-coil motif-containing protein (Homo sapiens), Q9HD26. purified CAL PDZ, TMR-peptide fluorescence polarization, 1 h. inhibition, % at 24.9 µM. actives 0.92% (n = 300,000). AID 602252, 2012;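 active means mean inhibition of at least 30% with at least half of replicates also reaching 30%; inconclusive means no clear call, values can overlap the other calls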;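 further: 0% = DMSO neutral control and 100% = excess unlabeled competitor peptide PRC23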
CDK5 p35 inh: inhibitors of human CDK5/p35 kinase, primary screen, biochemical, single concentration | Cyclin-dependent kinase 5 (Homo sapiens) + Cyclin-dependent kinase 5 activator 1 (Homo … | Recombinant CDK5/p35, ADP-Glo luminescence, 60 min | inhibition, % at 10 µM | actives 0.01% (n = 330,000) | AID 488839, 2010;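 active means highest replicate inhibition of at least 50% and at least 75% of replicates reaching 50%; inconclusive means only one of the two criteria met; inactive means both criteria failed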;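 further: plate controls were DMSO neutral control for no effect and GW8510 at 10 µM for full effect; many of its hits are not listed in these tables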
Target sequence (Q00535 whole entry, looked up): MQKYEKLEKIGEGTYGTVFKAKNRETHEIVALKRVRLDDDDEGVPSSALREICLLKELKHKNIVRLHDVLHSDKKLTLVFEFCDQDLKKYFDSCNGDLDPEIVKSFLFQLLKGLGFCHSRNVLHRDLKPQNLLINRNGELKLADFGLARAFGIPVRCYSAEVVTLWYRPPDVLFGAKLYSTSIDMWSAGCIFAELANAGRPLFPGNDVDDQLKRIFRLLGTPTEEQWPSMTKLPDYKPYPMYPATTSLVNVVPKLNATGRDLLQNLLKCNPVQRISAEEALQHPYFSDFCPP
Target sequence (Q15078 whole entry, looked up): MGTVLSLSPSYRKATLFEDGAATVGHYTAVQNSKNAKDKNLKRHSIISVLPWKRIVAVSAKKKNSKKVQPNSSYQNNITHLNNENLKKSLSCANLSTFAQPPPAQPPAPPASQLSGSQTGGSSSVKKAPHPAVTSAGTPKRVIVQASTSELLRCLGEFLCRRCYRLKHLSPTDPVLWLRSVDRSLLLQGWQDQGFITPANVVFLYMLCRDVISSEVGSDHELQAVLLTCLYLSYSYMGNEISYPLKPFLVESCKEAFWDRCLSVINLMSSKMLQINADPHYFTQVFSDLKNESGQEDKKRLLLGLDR
* = called active by the depositor; u = inconclusive; x = no result given.

The opening ten records (preview)
SMILES	Wnt act	MITF TRPM1 HTS	cardiac RTF act	Tat export inh	dFosB activator	Rtt109 HAT inh	V-ATPase pH	CAL PDZ FP-1	CAL PDZ FP-2	CDK5 p35 inh
Cc1ccccc1-n1nnnc1SCC(=O)c1c(N)n(C)c(=O)n(C)c1=O	4	-2	2	3	23*	1	-3	0.9	32*	0.9
Cc1ccc(CNC(=O)CCC2CCCN(C(=O)c3ccc4c(c3)OCO4)C2)o1 (configuration not stated)	2	16	-6	2	-2	1	-2	-1.3	7	0.2
Nc1nc(CN2CCN(c3ccccc3F)CC2)nc(Nc2ccc3c(c2)OCCO3)n1	x	-7	-5	7	-6	13	16*	x	-4	1.9
O=C(NCc1ccco1)C1CCN(C(=O)c2cc3sccc3n2Cc2ccc(Cl)cc2)CC1	x	-5	9	0	-3	0	6	-1.5	7	8.6
Cc1cc(NC(=O)c2ccc(Cl)cc2)ccc1NC(=O)c1ccccc1Cl	0	x	-1	-5	0	0	3	-0.6	-6	1.9
COc1cccc2c1OC[C@@H](CO)[C@H]2N(C)C(=O)Nc1ccc(Cl)cc1Cl	x	-28	-2	4	-8	24	-2	-1.9	x	-0.6
CC(OC(=O)c1cc2ccccc2[nH]1)C(=O)N(C)c1ccccc1 (configuration not stated)	1	-13	-3	1	-3	6	3	-1.2	-7	-0.9
Cc1cccc(C(=O)N[C@H](C(=O)Nc2cc(S(=O)(=O)N3CCCCC3)ccc2C)C(C)C)c1	x	0	12	-1	1	1	-6	-1.8	-1	-0.9
O=C(O)COc1ccccc1/C=N/NC(=O)c1cccc(S(=O)(=O)N2CCOCC2)c1	-1	-3	-4	11	-1	-4	2	-0.7	0	0.3
CCN(CC)CCNC(=O)c1cc2c(-c3cccc(OC)c3)nn(C)c2s1	-1	19	3	-8	-50	6	0	-5.5	-7	2.1

The whole of this part, previewed entries included:
SMILES	Wnt act	MITF TRPM1 HTS	cardiac RTF act	Tat export inh	dFosB activator	Rtt109 HAT inh	V-ATPase pH	CAL PDZ FP-1	CAL PDZ FP-2	CDK5 p35 inh
Cc1ccccc1-n1nnnc1SCC(=O)c1c(N)n(C)c(=O)n(C)c1=O	4	-2	2	3	23*	1	-3	0.9	32*	0.9
Cc1ccc(CNC(=O)CCC2CCCN(C(=O)c3ccc4c(c3)OCO4)C2)o1 (configuration not stated)	2	16	-6	2	-2	1	-2	-1.3	7	0.2
Nc1nc(CN2CCN(c3ccccc3F)CC2)nc(Nc2ccc3c(c2)OCCO3)n1	x	-7	-5	7	-6	13	16*	x	-4	1.9
O=C(NCc1ccco1)C1CCN(C(=O)c2cc3sccc3n2Cc2ccc(Cl)cc2)CC1	x	-5	9	0	-3	0	6	-1.5	7	8.6
Cc1cc(NC(=O)c2ccc(Cl)cc2)ccc1NC(=O)c1ccccc1Cl	0	x	-1	-5	0	0	3	-0.6	-6	1.9
COc1cccc2c1OC[C@@H](CO)[C@H]2N(C)C(=O)Nc1ccc(Cl)cc1Cl	x	-28	-2	4	-8	24	-2	-1.9	x	-0.6
CC(OC(=O)c1cc2ccccc2[nH]1)C(=O)N(C)c1ccccc1 (configuration not stated)	1	-13	-3	1	-3	6	3	-1.2	-7	-0.9
Cc1cccc(C(=O)N[C@H](C(=O)Nc2cc(S(=O)(=O)N3CCCCC3)ccc2C)C(C)C)c1	x	0	12	-1	1	1	-6	-1.8	-1	-0.9
O=C(O)COc1ccccc1/C=N/NC(=O)c1cccc(S(=O)(=O)N2CCOCC2)c1	-1	-3	-4	11	-1	-4	2	-0.7	0	0.3
CCN(CC)CCNC(=O)c1cc2c(-c3cccc(OC)c3)nn(C)c2s1	-1	19	3	-8	-50	6	0	-5.5	-7	2.1
CCC(C)N(C(=O)c1csnn1)C(C(=O)NCc1ccc(F)cc1)c1ccco1 (configuration not stated)	-6	6	6	-1	-2	1	2	1.0	-4	-6.0
CN(C(=O)CCc1nnc(CCCCc2ccccc2)o1)C1CCOCC1	-4	-8	-1	-8	-5	0	-2	-1.7	0	-5.3
COc1cc(CN(C2CCCCC2)S(=O)(=O)c2ccc(S(=O)(=O)N(C)C3CCCCC3)cc2)cc(OC)c1OC	-6	-4	-2	-5	0	-10	-2	0.0	-3	-1.5
Cc1cc(C(=O)N2CCCC(C(=O)c3ccc4ccccc4c3)C2)n(C)n1 (configuration not stated)	-5	1	0	1	-6	-5	-1	-0.7	-7	-0.6
CC1(N(O)C=C2C=CC(=O)C=C2)CCCCC1=O (configuration not stated)	2	6	0	-3	4	6	2	-2.2	-2	5.8
CN(CC(=O)O/N=C(\N)c1ccc([N+](=O)[O-])cc1)S(=O)(=O)c1ccc2ccccc2c1	x	3	0	-5	-2	4	-2	-1.7	-1	-0.5
Fc1cccc(CSc2nnc3ccc(-c4ccncc4)nn23)c1	0	10	1	7	-22	x	31*	-3.3	2	-2.6
c1ccc2c(c1)CC1(CCCC1)N=C2N1CCOCC1	-3	24	0	-11	-1	-3	-2	-0.2	68*	1.7
Cc1ccc(-c2noc(C3CCCN(C(=O)c4ccccc4Br)C3)n2)cc1 (configuration not stated)	3	10	0	12	-7	3	1	x	-2	0.6
COc1ccccc1/C=C/CN1CC(C)OC(C)C1 (configuration not stated)	x	-6	-2	-1	-4	-2	-3	x	-6	-1.0
CC(CNS(=O)(=O)c1ccccc1)(c1ccccc1)N1CCOCC1 (configuration not stated)	x	-5	1	18	-1	-2	-1	-2.3	-3	0.1
Cc1cc(=S)cc(C)n1CCO	-4	1	-11	0	-5	x	-3	-1.0	-2	0.8
COc1ccc(N/N=C2/CCCCC2=O)cc1	x	37	1	3	-8	u	2	-1.4	-1	-2.2
O=C(CC1SCCNC1=O)Nc1ccc(Cl)c(Cl)c1 (configuration not stated)	1	39	-3	-2	3	-3	11	-2.5	-1	1.1
Cc1c(Br)c(C(=O)N2CCc3ccccc32)nn1C	x	48	21	-3	-4	-7	0	-2.2	-2	-0.1
CCCCCn1c2c(c(=N)c3ccccc31)CCC2	-10	x	0	1	-15	-16	5	-0.1	0	1.2
Cc1ccc(NCSc2ccc(Cl)cc2)cc1	16	50	-2	0	-3	-5	5	0.8	-4	0.4
O=C(CNC(=O)c1ccccc1F)N/N=C/c1cn[nH]c1-c1ccccc1	-3	-8	-3	1	-9	-4	-1	-2.9	-1	1.1
O=C(Nc1ccc2c(c1)nc1n2CCOC1)c1ccccc1	24	60	6	2	4	1	1	-0.3	1	-1.9
CC(C)COc1ccc(C/C(N)=N/n2cnnc2)cc1	1	-15	-3	-4	-4	-3	1	-2.9	-4	-0.6
CCc1nc2nc(C)cc(Nc3cccc(C(F)(F)F)c3)n2n1	x	-8	-6	-4	-6	2	-5	-1.1	-6	0.8
CCOC(=O)c1c(C(F)(F)F)cc(-c2ccc(F)cc2)nc1C	-1	10	5	-4	4	-8	-2	-1.2	-3	0.0
O=C(Cc1ccccc1Cl)Nc1ccc(S(=O)(=O)N2CCOCC2)cc1	-4	3	12	2	-11	1	5	-2.4	-1	-2.8
COC(=O)Nc1ccc(S(=O)(=O)N(C)C)cc1	x	-9	-2	-6	4	1	-2	0.4	-9	0.7
O=C(NCCCO)C12CC3CC(CC(C3)C1)C2	8	2	-6	1	1	39	-3	-0.8	0	0.9
Cn1c(=O)c2cnc(-c3ccc(C(F)(F)F)cc3)nc2n(C)c1=O	4	-11	-1	2	-3	11	-2	-1.5	-2	0.9
Cc1ccccc1-n1nc2c(c1NC(=O)C(C)C)CS(=O)(=O)C2	-2	-7	2	-3	2	6	1	0.7	-1	0.5
O=C(CC1CCCC1)N1CCCC(Nc2cccc(F)c2)C1 (configuration not stated)	-1	-3	5	-2	2	0	2	-0.8	-3	-1.1
CCCCOCCCNC(=O)N[C@H](C(=O)OC)C(C)C	0	-6	4	6	-5	-26	0	x	0	-2.8
CCCNC(=O)Cn1cnc2sc(C(=O)N3CCN(Cc4ccc5c(c4)OCO5)CC3)c(C)c2c1=O	x	-13	0	8	-6	x	4	-1.4	1	-2.5
CC(C)C[C@H](NC(=O)c1nc[nH]c1C(=O)N1CCc2ccccc2C1)C(=O)OCc1ccccc1	-6	-9	-2	11	-5	2	4	0.3	-3	-2.5
O=C(c1cc2ccccc2o1)N1CCN=C1SCc1cccnc1	-6	28	11	-2	-21	-8	3	x	-3	-1.9
CC1(C)CC(=O)C=C(c2cccc3c2sc2ccccc23)C1	10	x	4	2	-3	2	9	-1.2	-1	-1.0
O=C(COC(=O)c1cccnc1Cl)NC12CC3CC(CC(C3)C1)C2	0	2	0	2	-5	2	0	-0.3	x	-3.8
CCCn1c(=O)cc(N)n(-c2ccc(OC(F)(F)F)cc2)c1=O	-1	-10	4	5	4	3	-2	0.9	-4	1.8
N#Cc1c(N)nc(SCc2ccccn2)c(C#N)c1-c1cccs1	-3	5	4	6	-23	9	-1	x	-2	1.7
Cc1ccc(S(=O)(=O)N2CCN(C(=O)COC(=O)c3nc(Cl)ccc3Cl)CC2)c(C)c1	-5	x	-1	0	-15	4	2	-0.8	-5	-0.1
CSc1ccccc1NC(=O)COc1ccccc1C	0	14	6	7	-5	-2	9	-2.6	-2	0.7
CCCOc1ccc(C2/C(=C(/O)c3ccc(F)cc3)C(=O)C(=O)N2CCCN(C)C)cc1 (configuration not stated)	1	x	1	5	-7	0	-2	-0.1	x	0.7
Cc1ccc(S(=O)(=O)N2CCC(C(=O)N/N=C/c3ccncc3)CC2)cc1	-6	1	0	-9	-10	x	0	-0.3	-6	-0.3
COc1ccc(N2CCN(S(=O)(=O)c3cnc[nH]3)CC2)cc1	-3	-11	-2	3	3	-2	4	-2.6	-2	0.9
CN(C)S(=O)(=O)c1ccc(Cl)c(NC(=O)COc2ccccc2[N+](=O)[O-])c1	-2	-5	-1	-8	-3	22	1	-2.9	-2	0.3

Bioassay records: PubChem BioAssay, several laboratories
